Source: PubChem BioAssay
Vif-A3F inh – Vif-A3F binding inhibition; HeLa A3F-eYFP + Vif (tagged APOBEC3F with the HIV-1 protein that degrades it), YFP fluorescence increase; hit rate 0.2% among 390,000; Potency, µM (doses to about 46.1 µM), for inactives: top-dose activity, negative = active; AID 602313; note: potency is the fitted concentration of half-maximal effect; % of control where 0% means no effect; nearly all actives have a fitted effect of over 65% in size
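Fluorescence increase (Ex 488/Em 500-530) after overnight compound treatment at 37 deg C flags inhibition of Vif-driven A3F-eYFP loss in stable HeLa A3F-eYFP/Vif cells seeded overnight beforehand.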
D1 agonist – agonists of human D1 dopamine receptor. HEK293 T-REx D1 cells, calcium flux, agonist mode. P21728. hit rate 1% among 360,000. activation, % at 2 µM; in the data active = activation above about 30%; note: 0% is about no effect
Target sequence (P21728 whole entry, looked up): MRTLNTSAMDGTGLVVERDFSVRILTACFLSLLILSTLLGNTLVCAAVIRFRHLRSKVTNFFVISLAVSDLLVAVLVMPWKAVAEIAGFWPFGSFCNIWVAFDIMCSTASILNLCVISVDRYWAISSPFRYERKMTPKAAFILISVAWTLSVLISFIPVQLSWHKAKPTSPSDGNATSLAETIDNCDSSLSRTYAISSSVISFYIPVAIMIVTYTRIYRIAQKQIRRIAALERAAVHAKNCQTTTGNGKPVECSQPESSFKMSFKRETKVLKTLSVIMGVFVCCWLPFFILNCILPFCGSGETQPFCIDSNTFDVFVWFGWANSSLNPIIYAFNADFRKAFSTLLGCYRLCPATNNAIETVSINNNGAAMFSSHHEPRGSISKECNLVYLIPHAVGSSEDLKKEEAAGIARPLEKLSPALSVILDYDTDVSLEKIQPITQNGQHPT
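Inducible HEK293 T-REx D1 cells, force-coupled to calcium signalling, were plated at 4000 cells/well with tetracycline and held overnight at 30 C. After no-wash calcium dye loading, compound-evoked calcium rise over 180 s flagged agonists.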
Vif-APOBEC3G blk – blocks the Vif interaction with human APOBEC3G; HeLa A3G-eYFP + Vif (tagged APOBEC3G with the HIV-1 protein that degrades it), YFP fluorescence, overnight; Potency, µM (doses to about 46.1 µM), for the others: at the top dose activity, negative = active, most hits filed as inhibitors; hit rate 0.076% among 410,000; AID 602310;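 note: potency is the fitted concentration of half-maximal effect; % is set by controls: 0 for no effect and ±100 for the full control effect; nearly all actives have a fitted effect of over 60% in size; hits raise eYFP signal because A3G escapes Vif-driven loss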
Target sequence (Q9HC16 whole entry, looked up): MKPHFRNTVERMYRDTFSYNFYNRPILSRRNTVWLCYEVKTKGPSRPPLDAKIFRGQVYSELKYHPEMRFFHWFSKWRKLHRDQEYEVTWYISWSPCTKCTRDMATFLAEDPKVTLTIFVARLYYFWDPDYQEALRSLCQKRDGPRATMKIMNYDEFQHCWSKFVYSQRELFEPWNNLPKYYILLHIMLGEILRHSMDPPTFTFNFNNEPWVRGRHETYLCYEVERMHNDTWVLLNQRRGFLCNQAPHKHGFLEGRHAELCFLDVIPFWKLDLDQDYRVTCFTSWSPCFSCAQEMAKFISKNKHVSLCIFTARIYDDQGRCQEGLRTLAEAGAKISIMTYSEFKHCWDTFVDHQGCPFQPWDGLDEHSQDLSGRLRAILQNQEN
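HeLa cells stably expressing Vif and C-terminally eYFP-tagged A3G, seeded overnight at 37 deg C, then exposed to compound by pintool overnight at 37 deg C. Rise in yellow fluorescence (Ex 488/Em 500-530, Acumen) marks blocked Vif-driven A3G degradation.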
GRP78 ERSR act – ER stress response induction in glioma. hit rate 0.02% among 420,000. Potency, µM, without a hit: at the highest dose activation, hits mostly activators. U87-MG GRP78 promoter luciferase reporter, 16 h; note: potency is the fitted concentration of half-maximal effect; series mostly up to about 76 µM; % of control where 0% means no effect; nearly all actives have a fitted effect of over 35% in size
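Stably transfected U87-MG glioma cells carrying a GRP78-based luciferase sensor; 16 h compound incubation. Luminescence end-point read 10 min after Bright-Glo addition at room temperature.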
LDHA inh – blocks human lactate dehydrogenase A. P00338. purified LDHA, NADH/diaphorase-resazurin fluorescence; stronger effect = lower value. activity change, % (values are at about 110 or 230 µM). hit rate 0.15% among 480,000. AID 1347041; in the data active = activity change below about -30%; inconclusive = mostly about -25% to -30%;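 note: plate controls were DMSO wells for no effect and wells without enzyme for full effect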
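Resorufin fluorescence (ex540/em590), read at 0 and 20 min after diaphorase/resazurin addition, reports the NADH left after a 5 min room-temperature reaction of 2 nM human LDH5 with 0.06 mM NADH and 0.2 mM pyruvate.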
D2 potentiator – positively modulates the human D2 dopamine receptor allosterically | potentiation, % at 10 µM | hit rate 0.34% among 340,000 | AID 485347 | HEK293 T-REx D2, calcium flux, EC20 dopamine potentiation | P14416;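 active = potentiation over 3 SD above the plate norm, cut at about 30% in these data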; note: 0% is about no effect
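Potentiation of an EC20 dopamine calcium response is measured in a force-coupled, tetracycline-inducible Hek293 Trex D2 line. Compound-only kinetic reads over 180 s flag agonists before dopamine addition.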
RXFP1 ag – agonists of human relaxin receptor RXFP1; Q9HBX9; HEK293T-RXFP1 cAMP TR-FRET, 30 min; response scale: percent of porcine relaxin response, buffer zero; Potency, µM (top dose mostly 57.5 µM), for the others: at the highest dose activation, hits mostly activators; hit rate 0.3% among 370,000; note: potency is the fitted concentration of half-maximal effect; % is set by controls: 0 for no effect and ±100 for the full control effect; nearly all actives have a fitted effect of over 60% in size; many of its hits are not listed in these tables
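cAMP rise read by TR-FRET after 30 min, 37C compound exposure (up to 58 uM) in RXFP1-transfected HEK293 cells with Ro 20174 present. EC50 from Hill-equation fits, with 29 nM porcine relaxin as 100% and buffer as basal.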
D1 antagonist – human D1 dopamine receptor antagonism; hit rate 3.2% among 360,000; activity change, negative = inhibition, % at 10 µM; P21728; AID 504652; HEK293 TREx D1 cells, calcium flux, dopamine EC80; stronger effect = lower value; in the data active = activity change below about -30%; note: % is set by controls: 0 for no effect and ±100 for the full control effect
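Cells carrying a force-coupled, tetracycline-inducible human D1 receptor report calcium flux. Each well gets a 10 s baseline, compound with 180 s monitoring, then an EC80 dopamine stimulus with a second 180 s kinetic read.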
D1 PAM – potentiators of human D1 dopamine receptor. potentiation, % at 10 µM. HEK293 TREx D1 cells, calcium flux, dopamine EC20 potentiation. hit rate 0.036% among 360,000; in the data active = potentiation above about 30%; note: 0% is about no effect
Starred values were filed as active, the others as inactive; ? = inconclusive; · = not tested or not shown. Unless noted, calls come from the whole dose curve; as a rule, active = well fitted curve in the direction sought with a large enough effect; inconclusive = small, poorly fitted or top-dose-only effect, or another doubt; inactive = no such curve, though single readings can be large; an effect the other way counts as inactive or inconclusive. This is a subset (hit frequency here may not be typical).

compound	D1 agonist	Vif-APOBEC3G blk	D1 PAM	RXFP1 ag	LDHA inh	GRP78 ERSR act	D1 antagonist	D2 potentiator	Vif-A3F inh
O=C(c1cc(COc2c(F)cccc2F)on1)N1CCN(C2CCCCC2)CC1	6	0%	18	0.7%	0	-3%	-2	9	1%
CC(C)NC(=O)CN1CCC(c2nc3ccccc3[nH]2)CC1	1	2%	-5	1.8%	0	1%	-8	-5	0%
CCC(c1nnnn1C1CCCC1)N1CCC(C(N)=O)CC1 (stereo not drawn)	5	-3%	-2	-0.1%	-6	8%	2	-9	2%
CC1=CC2=NC(=O)CC(C)(C(=O)N(CC(=O)NC(C)(C)C)Cc3ccccc3)N2C=C1 (stereo not drawn)	2	0%	-5	2.6%	-2	-3%	-2	13	-8%
O=C(COc1ccc(Cl)cc1Cl)Nc1nnc(C2=COCCO2)o1	2	-10%	-7	2.1%	0	-1%	-69*	1	10%
CCOc1cc(/C=N/NC(=O)c2cccnc2)ccc1OC(=O)c1ccco1	0	0%	-10	1.0%	4	2%	-3	3	-18%
Cn1c(C(=O)N2CCC(C(=O)NCCc3ccc(S(N)(=O)=O)cc3)CC2)cc2sccc21	3	3%	-1	0.1%	0	-4%	-4	-6	4%
Cc1ccccc1NC(=O)Cn1c(O)c(N=NC(=O)c2ccccc2O)c2ccccc21	2	1%	-10	5.0%	-21	0%	12	-7	-10%

(more compounds)
compound	D1 agonist	Vif-APOBEC3G blk	D1 PAM	RXFP1 ag	LDHA inh	GRP78 ERSR act	D1 antagonist	D2 potentiator	Vif-A3F inh
COc1cc2c(cc1OC)CN(C(=O)c1ccco1)CC2	2	-6%	1	0.4%	-1	0%	10	10	12%
Cc1scc(C(=O)O)c1-c1c(C(=O)O)csc1C	3	2%	-3	0.2%	-3	-4%	0	17	-13%
CN(C)CCCNC(=O)c1cc(C(=O)c2ccc(F)cc2)c[nH]1	2	0%	-2	-1.2%	-4	-4%	5	7	6%
CCc1ccc(CNC(=O)c2cc3c(=O)n(Cc4cccs4)ccc3nc2C)cc1	23	2%	-8	2.3%	-3	-1%	-6	5	-13%
COc1ccc(N(C(=O)CNC(=O)c2ccco2)C(C(=O)NC2CCCCC2)c2ccncc2)cc1 (stereo not drawn)	1	0%	-10	-0.7%	-9	-7%	-9	·	2%
CCc1nc(N)c(C#N)c(-c2cccn2C)c1C	·	-5%	·	·	-4	-4%	·	·	6%
O=C(CN1C(=O)C2C3C=CC(C4CC34)C2C1=O)NCc1ccco1 (stereo not drawn)	2	1%	6	0.1%	-2	-2%	-6	8	9%
O=C1CC(=O)NC(SCC(=O)Nc2ccccc2[N+](=O)[O-])=N1	2	0%	-6	2.9%	-3	-3%	15	-15	-8%

Remaining list, next part.
compound	D1 agonist	Vif-APOBEC3G blk	D1 PAM	RXFP1 ag	LDHA inh	GRP78 ERSR act	D1 antagonist	D2 potentiator	Vif-A3F inh
COc1ccc(CNC(=O)c2ccc(N(C)S(=O)(=O)c3ccc(C)cc3)cc2)cc1	11	0%	-9	0.2%	-5	-2%	2	-3	-8%
Cc1ccc(C)c(-n2c(SCC(N)=O)nnc2-c2ccccn2)c1	3	0%	-2	3.0%	-8	-5%	-14	7	0%
COCCCN(C(=S)Nc1cc(Cl)cc(Cl)c1)C(C)c1ccccn1 (stereo not drawn)	8	-10%	-3	0.0%	0	-6%	-19	16	-26%
NS(=O)(=O)c1ccc(NC(=O)COC(=O)c2cn(-c3ccccc3)nc2-c2ccc(F)cc2)cc1	6	-8%	-4	7.0%	-10	12%	0	1	-18%
O=[N+]([O-])c1cc(S(=O)(=O)N2CCCC2)ccc1O	2	0%	2	0.1%	-7	-5%	-3	4	-7%
O=C(NC1=NCCS1)c1cc(-c2cccs2)nc2ccccc12	0	-11%	-6	0.0%	-3	2%	-6	-22	-17%
O=c1[nH]c(-c2ccccc2)nc(CN2CCCCC2)c1O	·	-2%	·	·	-4	7%	·	·	?
CNC(=O)c1c(NC(=O)CCS(=O)(=O)c2ccc(F)cc2)sc(C)c1C	1	0%	3	0.3%	-6	-3%	16	1	1%

Next section:
compound	D1 agonist	Vif-APOBEC3G blk	D1 PAM	RXFP1 ag	LDHA inh	GRP78 ERSR act	D1 antagonist	D2 potentiator	Vif-A3F inh
CCOC(=O)c1cc(-c2ccccc2)sc1NC(=O)CSc1nnc(N)s1	1	0%	0	3.6%	-6	-5%	·	-9	4%
O=C(NC1(C(F)(F)F)NC(=O)N(c2ccccc2F)C1=O)c1ccncc1 (stereo not drawn)	0	-6%	-2	0.8%	-2	-4%	-5	12	2%
O=C(CNC(=O)c1ccc2c(c1)OCCO2)N=Nc1c(O)[nH]c2ccccc12	1	-3%	1	1.8%	-1	3%	-7	1	1%
COc1cccc(N2CCN(C(=O)c3ccccc3SCC(=O)NCc3ccco3)CC2)c1	1	3%	-2	-2.7%	2	-2%	11	17	-1%
COc1cc(CNC(=O)c2ccc3c(c2)c(C)c(C)n3Cc2cccc(C)c2)cc(OC)c1OC	7	2%	-5	-0.8%	2	-1%	-21	10	0%
C[C@@H]1CN(C(=O)c2nc3ccc(Cl)cn3c2CNCC[C@@H]2C[C@@H]3C=C[C@H]2C3)C[C@H](C)O1	0	-4%	9	0.7%	-12	-5%	6	·	2%
COC(=O)c1sc(=S)n(Cc2ccccc2)c1C	5	-1%	4	1.9%	-3	-4%	1	-5	11%
Cc1ccc(-n2ncc3c(N4CCN(Cc5ccccc5)CC4)ncnc32)cc1	-1	-1%	-3	6.7%	2	1%	4	13	2%

Other records:
compound	D1 agonist	Vif-APOBEC3G blk	D1 PAM	RXFP1 ag	LDHA inh	GRP78 ERSR act	D1 antagonist	D2 potentiator	Vif-A3F inh
CC[C@H](C)C(N)c1cn(C(CCCN=C(N)N)C(=O)N2CCNCC2)nn1 (stereo partly drawn)	0	-4%	1	-0.6%	-4	1%	-24	-7	3%
Cc1cc2occ(CC(=O)N(C)CC(=O)Nc3cccc(F)c3)c2cc1C	2	-3%	-1	-1.0%	-2	0%	5	-2	1%
CC(=O)Nc1cccc(NC(=O)Nc2ccc(F)cc2F)c1	-1	-1%	3	-1.8%	-4	0%	-8	-3	-13%
Cc1ccc(-n2c(SCC(N)=O)nnc2-c2ccccn2)cc1C	3	-2%	-4	1.0%	0	-2%	6	-9	8%
O=C(NC(C(=O)N/N=C/c1cc([N+](=O)[O-])ccc1O)c1n[nH]c(=O)c2ccccc12)c1ccccc1 (stereo not drawn)	15	-3%	·	-0.7%	-9	-4%	2	-1	0%
COC(=O)c1ccc(NC(=O)N(c2ccccc2)c2ccccc2)cc1	-1	2%	3	-0.4%	-5	-7%	0	8	-1%
O=S(=O)(NCc1ccccc1Cl)c1ccc(N2CCCCS2(=O)=O)cc1	-2	19%	0	-0.8%	-5	-4%	3	5	4%
Cc1ccc(NC(=S)NC(=O)c2cccs2)cc1F	·	4%	·	·	-1	7%	·	·	-13%

(more compounds)
compound	D1 agonist	Vif-APOBEC3G blk	D1 PAM	RXFP1 ag	LDHA inh	GRP78 ERSR act	D1 antagonist	D2 potentiator	Vif-A3F inh
COc1ccc(CNC(=O)COC(=O)Cc2ccc(Cl)cc2Cl)cc1	17	-2%	-4	-1.1%	-2	-3%	-47*	14	-2%
Cc1nn(C(C)(C)C)c(NC(=O)c2ccc(Cl)cc2)c1Br	4	0%	-8	-1.1%	-6	-3%	7	-5	4%
O=C(NC1CC(=O)N(c2ccc(Cl)cc2)C1)c1cccs1 (stereo not drawn)	-1	-5%	2	0.4%	-8	-2%	·	-17	-4%
O=C(C1=C[C@@H](c2coc3ccccc3c2=O)C[C@@H](OCCCCO)O1)N1CCN(Cc2ccccc2)CC1	5	-2%	-4	3.4%	-1	-1%	-13	1	6%
Cc1ccc(NC(=O)COC(=O)c2cc(Cl)ccc2[N+](=O)[O-])c(C)c1	4	1%	-2	1.8%	-9	3%	-11	5	6%
CCCCOc1ccc(Cn2c(=O)sc3ccccc32)cc1	25	8%	-4	1.7%	10	-3%	-5	-9	0%
COC(=O)[C@H](Cc1ccccc1)NC(=O)N1CCCCC1C (stereo partly drawn)	2	2%	-3	0.6%	-2	-2%	0	14	-5%
Cc1cccc(N(C(=O)c2snc(C(N)=O)c2N)C(C(=O)NCC2CCCO2)c2c[nH]c3ccccc23)c1 (stereo not drawn)	5	-4%	-4	1.3%	-1	-4%	2	2	4%

Next part:
compound	D1 agonist	Vif-APOBEC3G blk	D1 PAM	RXFP1 ag	LDHA inh	GRP78 ERSR act	D1 antagonist	D2 potentiator	Vif-A3F inh
O=C(O)c1cc([N+](=O)[O-])ccc1C(=O)Nc1cccc([N+](=O)[O-])c1	4	2%	-1	1.3%	-8	-5%	7	19	2%
Cc1cc(C)cc(NC(=O)c2cn3c4c(ccc(Cl)c4c2=O)OC(C)C3)c1 (stereo not drawn)	2	2%	-1	?	-7	-2%	-7	3	-14%
CCOC(=O)c1c(CC(C)C)csc1NC(=O)COC(=O)c1cnc(C)cn1	·	-4%	·	·	-15	-4%	·	·	-6%
CC(C)CC(=O)Nc1ccnn1C1CCN(C(=O)c2ccc(Cl)cc2F)CC1	2	5%	-4	0.8%	-2	-1%	-4	7	2%
O=C(Nc1ccc2nc[nH]c2c1)c1ccco1	2	1%	2	0.9%	-5	-3%	2	-9	5%
O=S(=O)(NCCCc1ccccc1)c1ccccc1	0	0%	-6	1.2%	1	-2%	-6	-8	6%
CN(C)c1cc[n+](CC(=O)Nc2cccc([N+](=O)[O-])c2)cc1	-1	4%	-7	0.8%	4	-2%	40	·	-1%

Part of the list above, as labelled records.
> CCOC(=O)c1c(CC(C)C)csc1NC(=O)COC(=O)c1cnc(C)cn1
  D1 agonist = ·	Vif-APOBEC3G blk = -4%	D1 PAM = ·	RXFP1 ag = ·	LDHA inh = -15	GRP78 ERSR act = -4%	D1 antagonist = ·	D2 potentiator = ·	Vif-A3F inh = -6%
> CC(C)CC(=O)Nc1ccnn1C1CCN(C(=O)c2ccc(Cl)cc2F)CC1
  D1 agonist = 2	Vif-APOBEC3G blk = 5%	D1 PAM = -4	RXFP1 ag = 0.8%	LDHA inh = -2	GRP78 ERSR act = -1%	D1 antagonist = -4	D2 potentiator = 7	Vif-A3F inh = 2%
